High-throughput results deposited in PubChem BioAssay by National Center for Advancing Translational Sciences (NCATS).
TR SRC2 fluor cs – alters Texas Red total fluorescence, flagging assay interference | actives 0.29% (n = 280,000) | TRb/SRC2 Texas Red total fluorescence interference | Potency, µM (top dose mostly 106 µM), without a hit: top-dose fluorescence change, negative = quenching | AID 1479; active means well fitted curve in either direction with a large enough effect; inconclusive means small, poorly fitted or top-dose-only effect; further: on the % scale 0 is the no-effect control and ±100 the full control effect
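Human TRb ligand-binding domain at 0.6 uM with 20 nM Texas Red SRC2 peptide in Tris buffer containing 1 uM T3 and 5% DMSO, incubated with compound 5 h at ambient temperature. Total fluorescence (555/632 nm) calculated as parallel + 2 × perpendicular.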
Tau ThT inhib – tau fibrillization inhibition (ThT binding). P10636. recombinant tau K18 P301L, heparin-induced fibrillization, ThT fluorescence. Potency, µM (series often up to 57.4 µM), for the others: at the top dose activity, negative = inhibition, usual class: inhibitors. actives 2.1% (n = 270,000). AID 1460; further: on the % scale 0 is the no-effect control and ±100 the full control effect; nearly all actives have a fitted effect of over 55% in size
Target sequence (P10636 561-689 P618L limits assumed): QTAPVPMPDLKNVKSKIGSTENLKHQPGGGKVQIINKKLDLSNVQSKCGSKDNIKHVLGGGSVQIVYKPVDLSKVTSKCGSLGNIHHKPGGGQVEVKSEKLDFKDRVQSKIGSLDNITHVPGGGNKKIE
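ThT emission at 510 nm, taken 1 hr after adding 30 uM dye, quantifies aggregates formed when 20 uM heparin acts on human tau K18 P301L for 6 hr at 37 C.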
Tau FP inhib – tau fibrillization inhibition (FP) | P10636 | actives 0.39% (n = 280,000) | AID 1468 | K18 P301L tau heparin fibrillization, Alexa594 FP, 6 h | Potency, µM (series often up to 57.7 µM), for the others: at the highest dose activity, negative = inhibition, hits mostly inhibitors; further: on the % scale 0 is the no-effect control and ±100 the full control effect; nearly all actives have a fitted effect of over 55% in size
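Human K18 P301L fragment (15 uM unlabeled plus 0.24 uM Alexa 594-labeled) in 100 mM sodium acetate pH 7 with compound, aggregation induced by 20 uM heparin for 6 hr at 37 C. ThT (30 uM) added for 1 hr, then Alexa 594 FP read.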
HTT ATP protect – Huntington cell model cytoprotection by ATP luminescence | Potency, µM (top dose mostly 56.4 µM), for inactives: cytoprotection (ATP increase), hits mostly activators | AID 1471 | PC12 HTT-Q103 induced, cytoprotection, ATP luminescence, 40 h | actives 0.14% (n = 230,000);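 further: % of control where 0% means no effect; nearly all actives have a fitted effect of over 45% in size; toxic huntingtin expression switched on by the ecdysone agonist tebufenozide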
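Rat PC12, Q103 Htt exon1-GFP fusion, ecdysone promoter; tebufenozide inducer 100 nM final; compound titration; qHTS, 1500 cells/well; ATPlite luminescent read.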
Tau fluor cs – counter-screen for tau fibril formation inhibitors | tau K18 P301L Alexa594 fluorescence, heparin fibrillization | Potency, µM (highest dose often 57.7 µM), inactives show at the highest dose activity change, negative = decrease | actives 0.93% (n = 280,000); further: on the % scale 0 is the no-effect control and ±100 the full control effect; nearly all actives have a fitted effect of over 55% in size
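Human tau K18 P301L (15 uM unlabeled, 0.24 uM Alexa 594-labeled) in 100 mM sodium acetate pH 7 with 20 uM heparin, 6 hr at 37 C. ThT 30 uM added, 1 hr ambient; Alexa 594 FP and total fluorescence read at 555/632 nm.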
RECQ1 helicase – inhibitors of human RECQ1 DNA helicase; P46063; RECQ1 DNA unwinding, red fluorescence kinetic read; Potency, µM (highest dose often 57.3 µM), without a hit: top-dose activity, negative = inhibition, most hits filed as inhibitors; actives 0.54% (n = 240,000); AID 2549;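 further: plate controls were vehicle for no effect and no enzyme for full effect; nearly all actives have a fitted effect of over 30% in size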
Target sequence (P46063 whole entry, looked up): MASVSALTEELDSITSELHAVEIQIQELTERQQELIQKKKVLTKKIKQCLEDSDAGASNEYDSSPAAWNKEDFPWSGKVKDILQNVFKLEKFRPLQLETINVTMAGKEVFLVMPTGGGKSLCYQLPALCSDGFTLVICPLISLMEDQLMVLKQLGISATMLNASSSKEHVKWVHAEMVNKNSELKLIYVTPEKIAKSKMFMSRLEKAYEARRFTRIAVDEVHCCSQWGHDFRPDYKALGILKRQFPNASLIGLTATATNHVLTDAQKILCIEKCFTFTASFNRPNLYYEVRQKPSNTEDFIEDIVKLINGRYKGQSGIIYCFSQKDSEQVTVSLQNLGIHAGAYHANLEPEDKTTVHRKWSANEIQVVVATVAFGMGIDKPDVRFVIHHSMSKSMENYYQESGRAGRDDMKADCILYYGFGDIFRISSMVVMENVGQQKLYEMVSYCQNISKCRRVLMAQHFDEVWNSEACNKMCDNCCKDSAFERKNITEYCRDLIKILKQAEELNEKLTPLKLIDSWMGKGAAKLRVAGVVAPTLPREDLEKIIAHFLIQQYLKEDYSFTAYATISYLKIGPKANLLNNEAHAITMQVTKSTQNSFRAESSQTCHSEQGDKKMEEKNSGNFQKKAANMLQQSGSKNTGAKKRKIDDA
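RECQ1T1 50 nM; forked duplex (20 bp + 30-nt ss tails) 200 nM, ATP 2 mM final; pH 8.0, 2 mM MgCl2, 2.5 ug/ml poly(dI-dC); 15 min compound preincubation; discontinuous kinetic read over 2 h at RT.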
TRb-SRC2 inh – TRbeta-SRC2 interaction inhibition | P10828 | actives 0.065% (n = 280,000) | Potency, µM (doses to about 106 µM), for inactives: at the highest dose activity change, negative = inhibition, actives largely listed as inhibitors | TRbeta-SRC2 peptide binding, fluorescence polarization; receptor liganded with 1 µM T3 | AID 1469;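 further: plate controls were bound peptide for no effect and peptide without receptor for full effect; nearly all actives have a fitted effect of over 50% in size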
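Quantitative HTS by FP: 0.6 uM TRb LBD, 20 nM labeled SRC2 20-mer, 1 uM T3, 5% DMSO; 5 hr ambient incubation; % activity per concentration and potencies from concentration series.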
L3MBTL1 inh – blocks human L3MBTL1; Q9Y468; actives 0.66% (n = 230,000); Potency, µM (doses to about 57.1 µM), without a hit: at the top dose activity, negative = inhibition, hits mostly inhibitors; AlphaScreen L3MBTL1–H3K9me1 peptide binding; further: on the % scale 0 is the no-effect control and ±100 the full control effect; nearly all actives have a fitted effect of over 60% in size
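AlphaScreen proximity signal between nickel-chelate acceptor and streptavidin donor beads (final 10 ug/mL) reports binding of 50 nM L3MBTL1 to 75 nM biotin-H3 K9me1 peptide; complex incubated with compounds 30 min at room temperature; cefsulodin titration as control.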
An asterisk follows results filed as active; i = inactive; u = inconclusive; x = no result given; & = joins results of further samples; [ ] = another dose, or the depositor's remark. Unless noted, the call rests on the fitted dose curve; in most records, active means well fitted curve in the direction sought with a large enough effect; inconclusive means small, poorly fitted or top-dose-only effect, or another doubt; inactive means no such curve, though single readings can be large; an effect the other way counts as inactive or inconclusive. Potency means the concentration at half of the fitted maximal effect. Only part of the results is shown. The share of hits here may be higher or lower than overall.

(1) O=S(=O)(c1ccc(N2CCC(c3ccc(Cl)cc3)=N2)cc1)N(CCO)CCO
(2) CCN(CC)S(=O)(=O)c1ccc(NS(=O)(=O)c2cccs2)cc1
(3) CCc1ccc(N=c2c([N+](=O)[O-])nn(-c3ccc4c(c3)OCCO4)n2O)cc1
(4) COc1ccc2c(c1)cc1n2CCN=C1NN
(5) CCN1CCc2nc(NC(=O)c3cc(F)c(F)cc3Cl)sc2C1
Compound	1	2	3	4	5
TR SRC2 fluor cs	-7%	0%	-5%	-1%	-2%
Tau ThT inhib	u	1%	11µM*	u	8%
Tau FP inhib	20%	-6%	11%	3%	-1%
HTT ATP protect	-47%[inhibitor]	-5%	-100%[inhibitor]	-22%	-30%[inhibitor]
Tau fluor cs	-29%	-2%	u	-13%	0%
RECQ1 helicase	i	11%	-11%	-5%	-9%
TRb-SRC2 inh	1%	-3%	2%	0%	-3%
L3MBTL1 inh	x	x	x	x	-3%

(6) CCN(CC)S(=O)(=O)c1ccc2c(c1)N(CC(=O)N1CCN(c3ccc(Cl)cc3)CC1)C(=O)CO2
(7) CCN(CC)c1ccc(/C=N/Nc2nc(C)cc(C)n2)cc1
(8) COC(=O)c1cc2ccc(OC)c(OC)c2c(=O)s1
(9) Cc1ccc(-c2nnc(Nc3cccc(Br)c3)c3ccccc23)cc1S(=O)(=O)N1CCN(C)CC1
(10) Cc1ccc(C2CC(=O)NC(SCc3ccccc3)=C2C#N)cc1 (stereo unspecified)
Compound	6	7	8	9	10
TR SRC2 fluor cs	1%	-2%	2%	0%	-3%
Tau ThT inhib	-7%	u	u	1%	-10%
Tau FP inhib	-2%	6%	0%	u	4%
HTT ATP protect	x	3%[10 µM]	23%[10 µM]	x	-6%[10 µM]
Tau fluor cs	-9%	-28%	-4%	u	-26%
RECQ1 helicase	x	-5%	-5%	x	0%
TRb-SRC2 inh	-3%	1%	0%	5%	2%
L3MBTL1 inh	x	-18%	-5%	x	2%

(11) CCOC(=O)CSc1nc2ccccc2c(=O)n1CCCCCC(=O)NCc1ccco1
(12) N#C/C(=C(/O)COC(=O)c1ccc(C#N)cc1)c1nc2ccccc2s1
(13) CCCCc1nn2c(=O)cc(COC(=O)COc3ccc(C)cc3)nc2s1
(14) CN(C)C=NC(=O)c1cc(C(=O)c2ccc(F)cc2)c[nH]1
(15) CC(=O)c1cccc(OCC(=O)c2cc(C)n(-c3cc(C)on3)c2C)c1
Compound	11	12	13	14	15
TR SRC2 fluor cs	0%	-1%	-5%	2%	0%
Tau ThT inhib	-16%	u	-13%	5%	-11%
Tau FP inhib	-6%	3%	-1%	-2%	1%
HTT ATP protect	-9%	-9%[10 µM]	x	-11%	-49%[inhibitor]
Tau fluor cs	-9%	u	-6%	1%	-6%
RECQ1 helicase	-4%	-29%	x	i	-15%
TRb-SRC2 inh	5%	2%	-6%	-5%	1%
L3MBTL1 inh	2%	-15%	x	-1%	-7%

(16) COc1ccccc1NC(=O)C1=C(C)Nc2nc3ccccc3n2C1c1ccccc1Cl (stereo unspecified)
(17) O=C(NCCCN1CCOCC1)c1ccc(CS(=O)(=O)Cc2ccc(Cl)cc2)o1
(18) CCOC(=O)N1CCN(CCC(=O)Nc2ccccc2OC)CC1
(19) O=C(NCCCO)c1nnc(Cc2c(F)cccc2Cl)o1
(20) Cc1cc(C)nc(SCC(=O)c2c(N)n(C)c(=O)n(C)c2=O)n1
Compound	16	17	18	19	20
TR SRC2 fluor cs	-5%	-2%	2%	-3%	-2%
Tau ThT inhib	-5%	6%	-1%	3%	-15%
Tau FP inhib	12%	2%	0%	-2%	3%
HTT ATP protect	x	10%[0.074 µM]	-10%[1.9 µM]	-3%	17%
Tau fluor cs	-27%	11%	1%	-2%	-5%
RECQ1 helicase	x	-1%	i	i	0%
TRb-SRC2 inh	-5%	4%	-3%	-10%	-7%
L3MBTL1 inh	x	-3%[11.4 µM]	-3%	x	x

Look-ups from the entries so far.
TRb-SRC2 inh with O=C(NCCCN1CCOCC1)c1ccc(CS(=O)(=O)Cc2ccc(Cl)cc2)o1 is entered as 4%
HTT ATP protect with CCOC(=O)N1CCN(CCC(=O)Nc2ccccc2OC)CC1 is entered as -10%[1.9 µM]

In the list so far, four contain an aryl methoxy group.
(4) COc1ccc2c(c1)cc1n2CCN=C1NN
(8) COC(=O)c1cc2ccc(OC)c(OC)c2c(=O)s1
(16) COc1ccccc1NC(=O)C1=C(C)Nc2nc3ccccc3n2C1c1ccccc1Cl (stereo unspecified)
(18) CCOC(=O)N1CCN(CCC(=O)Nc2ccccc2OC)CC1
Compound	4	8	16	18
TR SRC2 fluor cs	-1%	2%	-5%	2%
Tau ThT inhib	u	u	-5%	-1%
Tau FP inhib	3%	0%	12%	0%
HTT ATP protect	-22%	23%[10 µM]	x	-10%[1.9 µM]
Tau fluor cs	-13%	-4%	-27%	1%
RECQ1 helicase	-5%	-5%	x	i
TRb-SRC2 inh	0%	0%	-5%	-3%
L3MBTL1 inh	x	-5%	x	-3%

More entries:
(21) CCn1c(=NC(=O)c2cccc(N3C(=O)CCC3=O)c2)sc2c(OC)ccc(OC)c21
(22) Fc1ccccc1C1c2[nH]c3ccccc3c2CCN1CCCn1cccn1 (stereo unspecified)
(23) CCOC(=O)c1ccc(Nc2cc(C)nc(N3CCOCC3)n2)cc1
(24) O=C1CCCC2=C1C(c1ccsc1)CC(=O)N2c1nnc(SCc2ccccc2)s1 (stereo unspecified)
(25) COc1ccc(Nc2cc(C(=O)NCCCN3CCOCC3)c3ccccc3n2)c(OC)c1
Compound	21	22	23	24	25
TR SRC2 fluor cs	1%	2%	2%	3%	3%
Tau ThT inhib	u	-14%	-12%	-10%	u
Tau FP inhib	-5%	-11%	-3%	2%	9%
HTT ATP protect	-3%[10 µM]	24%[10 µM]	6%	-16%	-2%
Tau fluor cs	-5%	-20%	-30%	-23%	-25%
RECQ1 helicase	-3%	i	-3%	-16%	i
TRb-SRC2 inh	7%	0%	1%	-2%	-2%
L3MBTL1 inh	2%	u	-2%	x	x

(26) OC(COCC(F)(F)C(F)(F)C(F)(F)C(F)F)Cn1c2ccc(Cl)cc2c2cc(Cl)ccc21 (stereo unspecified)
(27) CC[n+]1c(C)sc2c(C)cc(C)cc21
(28) Cn1c(Cc2ccccc2)n[nH]c1=S
(29) O=C(NCCc1c[nH]c2ccccc12)c1cc(S(=O)(=O)N2CCCCC2)ccc1N1CCOCC1
(30) CC(NC(=S)Nc1ccccc1Cl)C(c1cccs1)N1CCCC1 (stereo unspecified)
Compound	26	27	28	29	30
TR SRC2 fluor cs	-4%	-1%	-2%[53 µM]	-5%	-2%
Tau ThT inhib	5%	u	13%	-9%	6%
Tau FP inhib	10µM*	u	6%	7%	-1%
HTT ATP protect	8%[10 µM]	14%[10 µM]	-17%[10 µM]	-14%[10 µM]	11%[10 µM]
Tau fluor cs	u	-19%	12%	-28%	11%
RECQ1 helicase	-26%	2%	-1%	i	-7%
TRb-SRC2 inh	3%	2%	6%[53 µM]	-4%	3%
L3MBTL1 inh	19%	7%	0%	-1%	-7%

(31) COc1cc(CNCCSc2nnnn2C)cc(Br)c1OCc1ccccc1
(32) COCCNc1nc(N)c([N+](=O)[O-])c(NCCO)n1
(33) C=CCNC(=S)NNC(=O)c1cccn(Cc2ccc(Cl)cc2)c1=O
(34) Cc1cc(C)c(C#N)c(SCC(O)CS(=O)(=O)Cc2ccccc2)n1 (stereo unspecified)
(35) Cc1nnc(C)c2c(C)n(-c3ccc(Br)cc3)c(C)c12
Compound	31	32	33	34	35
TR SRC2 fluor cs	5%	0%	-1%	-4%	1%
Tau ThT inhib	9%	3%	-9%	12%	0%
Tau FP inhib	2%	-4%	1%	2%	10%
HTT ATP protect	-66%	2%[10 µM]	13%	-5%[0.074 µM]	3%
Tau fluor cs	6%	2%	-6%	-1%	2%
RECQ1 helicase	i	0%	-4%	-1%	-15%
TRb-SRC2 inh	5%	5%	4%	-7%	-6%
L3MBTL1 inh	-19%[2.29 µM]	-1%	-5%	41%[activator]	-10%

(36) Cc1cccc(-n2nnnc2S(C)(=O)=O)c1
(37) CSCCNC(=O)c1ccc(C(C)(C)C)cc1
(38) Nc1ccc(/C=C/C(=O)c2cccs2)cc1
(39) C=CCOC(=O)C1=C(C)OC(N)=C(C#N)C1c1ccoc1 (stereo unspecified)
(40) CCN(Cc1ccccc1)c1ccc(/C=N/NC(=S)NC(C)C)cc1
Compound	36	37	38	39	40
TR SRC2 fluor cs	-3%	-2%	-5%	1%	-6%
Tau ThT inhib	u	-7%	u	u	-17%
Tau FP inhib	u	4%	-4%	-10%	11%
HTT ATP protect	x	-14%	11%[10 µM]	18%[10 µM]	36%[1.9 µM]
Tau fluor cs	1%	-1%	u	-15%	u
RECQ1 helicase	x	i	-5%	-6%	-16%
TRb-SRC2 inh	8%	2%	0%	-6%	6%
L3MBTL1 inh	x	u	43%[activator]	-14%	-10%

(41) Fc1ccc(C2CC(c3ccco3)=Nc3ccccc3S2)cc1 (stereo unspecified)
(42) CN(CC(=O)Nc1cccnc1)S(=O)(=O)c1ccccc1
(43) CCOc1nc(CC)nc(NC(=O)NS(=O)(=O)c2ccccc2Cl)n1
(44) O=S(=O)(c1ccc(F)cc1)n1ccc(-c2cccc(OCc3c(F)cccc3Cl)c2)n1
(45) COc1ccc(S(=O)(=O)N2CCCCC2)cc1C(=O)Nc1cccc(C(F)(F)F)c1
(46) N#Cc1cc2nc(O)c(O)nc2cc1[N+](=O)[O-]
Compound	41	42	43	44	45	46
TR SRC2 fluor cs	0%	1%	-4%	-1%	-4%	-1%&-6%
Tau ThT inhib	u	-8%	-7%	5%	8%	u
Tau FP inhib	u	-2%	-2%	u	u	-4%&-10%
HTT ATP protect	-4%	3%	-5%	10%[10 µM]	x	2%
Tau fluor cs	-24%	-3%	6%	-10%	-12%	-14%&-1%
RECQ1 helicase	-28%	-13%	15%	-1%	x	2%
TRb-SRC2 inh	-7%	13%	-4%	8%	-4%	5%&10%
L3MBTL1 inh	-11%	x	-13%	6%	x	-8%
